# From PubChem BioAssay
# MrgX1 PAM: human MrgX1 positive allosteric modulation, primary screen; MrgX1-HEK293, Fluo-4 calcium flux, FDSS; active compounds read high; B-score at 10 µM; actives 0.63% (n = 310,000); AID 588675;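 active = plate-corrected calcium response at least 3 library SD above typical, normal starting fluorescence, not activating the receptor alone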;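 also: compound read alongside a low EC10 to EC30 dose of BAM8-22 agonist; peak minus trough fluorescence over baseline measured at the second addition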
# Target sequence (Q96LB2 whole entry, looked up): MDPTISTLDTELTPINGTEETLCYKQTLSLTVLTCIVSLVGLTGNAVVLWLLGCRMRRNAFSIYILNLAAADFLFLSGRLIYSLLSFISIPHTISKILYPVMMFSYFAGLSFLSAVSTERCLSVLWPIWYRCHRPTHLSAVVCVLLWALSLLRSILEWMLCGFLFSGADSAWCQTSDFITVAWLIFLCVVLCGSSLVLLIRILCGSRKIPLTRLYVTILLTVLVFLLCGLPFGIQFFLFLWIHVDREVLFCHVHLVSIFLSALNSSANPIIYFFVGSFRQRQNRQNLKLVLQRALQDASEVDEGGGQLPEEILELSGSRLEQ
# RGS4 block: inhibitors of human RGS4 | actives 0.45% (n = 310,000) | B-score at 10 µM | P49798 | HEK293 M3R/RGS4 inducible, Fluo-4 calcium flux; active compounds read high; triggered by carbachol at its EC20;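 active = B-score, a plate-corrected calcium signal, over three deviations above library mean, with baseline fluorescence within five deviations of library mean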;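 also: RGS4 expression induced by doxycycline in cells with stable M3 receptor; B-score is computed from the integrated fluorescence ratio over baseline after carbachol; higher B-score means a larger calcium signal and so more RGS4 inhibition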
# Target sequence (P49798 whole entry, looked up): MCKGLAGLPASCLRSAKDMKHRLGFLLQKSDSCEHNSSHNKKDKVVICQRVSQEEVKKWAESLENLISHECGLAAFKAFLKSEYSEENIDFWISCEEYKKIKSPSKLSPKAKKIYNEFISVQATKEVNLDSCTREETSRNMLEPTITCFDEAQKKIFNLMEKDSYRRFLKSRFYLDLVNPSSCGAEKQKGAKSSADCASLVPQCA
# RGS4 pot: potentiators or activators of RGS4; B-score at 10 µM; actives 0.92% (n = 310,000); HEK293 M3R/inducible RGS4, carbachol calcium flux Fluo4; active compounds read low; AID 463111;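 active = B-score of the integrated calcium signal more than 4 SD below the library mean, with starting fluorescence not abnormally high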;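 also: negative B-score means reduced calcium response which marks RGS4 activation or potentiation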
#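 Material: M3R-expressing HEK293 line, RGS4 induced by doxycycline | Schedule: Overnight RGS4 induction, 30 min dye load 37 °C, 20 min compound RT | Measured by: Fluo4 fluorescence kinetic imaging of calcium | Read-out: Integrated calcium ratio converted to B score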
# TRPC6 inhibitor: blocks the mouse TRPC6 cation channel. HEK293-TRPC6, membrane potential dye, ACh-evoked depolarization; active compounds read low. B-score at 10 µM. AID 2553. actives 1.1% (n = 310,000);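 active = B-score under library mean minus 3 SD, initial fluorescence not abnormally high, positive integrated signal ratio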;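 also: B-score derived from integrated fluorescence ratio over the kinetic read; more negative B-score means stronger inhibition of depolarization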
# TRPC4 block: blocks the mouse TRPC4 cation channel. HEK293 TRPC4beta/mu-opioid, DAMGO-evoked Fluo4 calcium flux; active compounds read low. Q9QUQ5. actives 0.39% (n = 300,000). AID 2247. B-score at 10 µM;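 active = B-score over 3 SD under the library average, no early fluorescence shift, positive overall ratio signal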
#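 test system = HEK293 cells with stable TRPC4beta plus mu-opioid receptor expression | detection = Fluo4 Ca2+ flux fluorescence | read-out = integrated fluorescence ratio relative to baseline, converted to per-well B score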
# SKKanGAS inh: SKKanGAS growth inhibition; S. pyogenes SKKanGAS, kanamycin growth, BacTiter-Glo, 6 h; inhibition, % at 7.5 µM; actives 1.3% (n = 300,000);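 active = mean replicate score, as percent of positive control median, at least 50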;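 also: strain carries kanamycin resistance gene driven by streptokinase promoter and grows in 40 µg/ml kanamycin; loss of luminescence reflects streptokinase promoter inhibition or plain growth inhibition; 0% = median of DMSO wells and 100% = positive control at its reference dose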
# Platelet DG rel: platelet dense granule release activity; human platelet-rich plasma, SFLLRN dense granule ATP release, luminescence; inhibition, %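 (compounds screened at 7.5 µM in platelet-rich plasma)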; actives 0.22% (n = 300,000); AID 1663;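 active = mean replicate score, as percent of positive control, at or above 50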
# MrgX1 agonist: agonists of human MrgX1 receptor; MrgX1-HEK293 cells, Fluo-4 calcium fluorescence, agonist mode; active compounds read high; B-score at 10 µM; actives 0.44% (n = 310,000);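 active = calcium response B-score plate-corrected fluorescence ratio at least 3 library SD, with starting fluorescence B-score inside 5 SD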
#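 Assay system: stable human MrgX1 HEK293 cell line. Quantity: 15,000 cells per well. Schedule: cells plated overnight, dye loaded 0.5 h 37 °C, 0.5 h room temperature. Detection: Fluo-4 NW calcium-flux fluorescence, kinetic read. Read-out basis: peak-minus-minimum fluorescence over baseline, converted to B scores. Control set: positive and negative control wells on each plate.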
# TRPC6 activator: activators of mouse TRPC6 channel; actives 0.13% (n = 310,000); Q61143; HEK293-TRPC6 membrane potential dye fluorescence; active compounds read high; B-score at 10 µM;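 active = B-score of the integrated fluorescence ratio above library mean plus 3 SD, and starting fluorescence ratio within library mean plus 5 SD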;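 also: higher score means more depolarization so channel activation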
# HIF activator: HIF pathway transcriptional activation. U2OS HRE-luciferase reporter, luminescence; normalized: DMSO 0%, desferrioxamine 100%. activation, % at 7.5 µM (by protocol). actives 0.32% (n = 300,000). AID 1910;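 active = mean activation of at least 10% of the iron chelator positive control signal, with at least half of replicates also reaching 10%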
# MrgX1 antag: antagonists of human MrgX1 receptor; AID 588676; actives 1.3% (n = 310,000); MRGX1-HEK293 calcium flux, Fluo-4, BAM8-22 antagonism; active compounds read low; Q96LB2; B-score at 10 µM;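 active = calcium-response B-score plate-corrected more than 3 library SD below zero, starting fluorescence within 5 deviations, no agonist response on first addition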;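 also: peak minus trough fluorescence over baseline after final BAM8-22 challenge near maximal dose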
# * marks the source's active call; other numbers are inactive results; i = inactive; · = not tested or not shown.
SMILES,MrgX1 PAM,RGS4 block,RGS4 pot,TRPC6 inhibitor,TRPC4 block,SKKanGAS inh,Platelet DG rel,MrgX1 agonist,TRPC6 activator,HIF activator,MrgX1 antag
O=S(=O)(NC(=NCc1ccccc1)c1ccccc1)c1ccc(Br)cc1,i,i,i,i,i,52*,-1,i,i,0.0,i
COc1cc([N+](=O)[O-])ccc1NC(=O)CSc1ccccn1,i,i,i,i,i,-5,-2,i,i,-0.5,i
CC(C)(C)c1ccccc1N=Cc1ccc2ccccc2n1,i,i,i,i,i,-3,1,i,i,-0.3,i
Fc1ccc(N2CCN(Cc3cnc(Cl)s3)CC2)cc1,i,i,i,i,i,3,21,i,i,0.4,i
Cc1ccccc1-c1nc2sc3c(c2c(=O)o1)CCC3,i,i,i,i,i,30,4,i,i,0.3,i
Cc1ccsc1C(=CCCN1CCC[C@@H](C(=O)O)C1)c1sccc1C,i,i,i,i,i,-4,-1,i,i,-0.1,i
NC(=O)c1ccsc1NC(=O)c1ccc(S(=O)(=O)N2CCCC2)cc1,i,i,i,i,i,1,-8,i,i,2.4,i
O=C(NS(=O)(=O)Oc1cccc(Cl)c1Cl)OC[C@@H]1CCCN2CCCCC12 (some centres undefined),i,i,i,i,i,-3,-5,i,i,0.2,i
Cc1ccc(C)c(NC(=O)C(CC(=O)O)C2CCCO2)c1 (centres undefined),i,i,i,i,i,0,-6,i,i,0.2,i
Cc1cccc(OCc2nc(-c3cccnc3)no2)c1,i,i,i,i,i,-3,-3,i,i,1.8,i
CCOc1ccc(-c2csc3ncn(-c4ccc(OC)cc4)c(=O)c23)cc1,i,i,i,i,i,-3,2,i,i,-0.6,i
Cc1ccc(C)c(N2CCN(C(=O)c3ccc4nc(N5CCOCC5)sc4c3)CC2)c1,i,i,i,i,i,-3,-13,i,i,-0.2,i
C/C(=N\O)C(C)(C)Nc1cccc(F)c1,i,i,i,i,i,2,7,i,i,-0.1,i
O=C(O)CCN1CC2([N+](=O)[O-])C=CC(=O)C([N+](=O)[O-])(C1)C2CC(=O)c1ccccc1 (centres undefined),i,i,i,i,i,2,-1,i,i,-0.1,i
CCCCOCCCNC(=O)Cc1cccs1,i,i,i,i,i,0,0,i,i,-0.1,i

# Four compounds drawn at random from the list so far:
SMILES,MrgX1 PAM,RGS4 block,RGS4 pot,TRPC6 inhibitor,TRPC4 block,SKKanGAS inh,Platelet DG rel,MrgX1 agonist,TRPC6 activator,HIF activator,MrgX1 antag
COc1cc([N+](=O)[O-])ccc1NC(=O)CSc1ccccn1,i,i,i,i,i,-5,-2,i,i,-0.5,i
CCOc1ccc(-c2csc3ncn(-c4ccc(OC)cc4)c(=O)c23)cc1,i,i,i,i,i,-3,2,i,i,-0.6,i
O=S(=O)(NC(=NCc1ccccc1)c1ccccc1)c1ccc(Br)cc1,i,i,i,i,i,52*,-1,i,i,0.0,i
C/C(=N\O)C(C)(C)Nc1cccc(F)c1,i,i,i,i,i,2,7,i,i,-0.1,i

# The results go on:
SMILES,MrgX1 PAM,RGS4 block,RGS4 pot,TRPC6 inhibitor,TRPC4 block,SKKanGAS inh,Platelet DG rel,MrgX1 agonist,TRPC6 activator,HIF activator,MrgX1 antag
COc1cc2cc(C(c3nnnn3C3CCCC3)N3CCc4ccccc43)c(=O)[nH]c2cc1OC (centres undefined),i,i,i,i,i,-5,-1,i,i,-0.1,i
Cc1n(CC(O)COCc2ccccc2)c2ccccc2[n+]1C (centres undefined),i,i,i,i,i,-1,21,i,i,-0.5,i
COc1cc([N+](=O)[O-])c2nccnc2c1,i,i,i,i,i,-19,-5,i,i,0.1,i
Cc1ccc(/C=C/c2onc(C)c2S(=O)(=O)N2CCC(C(=O)NC(C)(C)C)CC2)cc1,i,i,i,i,i,3,2,i,i,-0.1,i
CCNC(=S)N(Cc1c(C)noc1C)c1ccccc1,i,i,i,i,i,-7,-8,i,i,-0.1,i
Cc1nnc(SCC(=O)Nc2cc(C(C)(C)C)nn2-c2ccccc2)s1,i,i,i,i,i,-4,-1,i,i,0.2,i
O=C(/C=C(/c1ccc(Cl)cc1)n1cncn1)c1ccccc1,i,i,i,i,i,-3,-13,i,i,3.5,i
COc1ccc(OC(=O)COc2cccc(C)c2)cc1,i,i,i,i,i,-5,8,i,i,-1.2,i
O=C(COc1ccc(S(=O)(=O)NCc2ccccc2)cc1Cl)NCc1ccncc1,i,i,i,i,i,-1,0,i,i,-0.4,i
COc1cc(OC)c(C(=O)OC(C)C(=O)Nc2cc(C(F)(F)F)ccc2Cl)cc1OC (centres undefined),i,i,i,i,i,11,-1,i,i,-0.8,i
CCCCn1nnnc1NCc1ccc(N2CCCC2)cc1,i,i,i,i,i,-6,-2,i,i,-0.3,i
COc1ccc(C(=O)NCc2cccnc2)cc1OC,i,i,i,i,i,2,3,i,i,0.1,i
COc1ccc(OC)c(CNC(=O)CCN2C(=O)COc3ccccc32)c1,i,i,i,i,i,-6,-11,i,i,·,i
CC1CCCN(C(=S)NCc2ccccc2)C1 (centres undefined),i,i,i,i,i,-4,3,i,i,0.2,i
COC(=O)c1[nH]c2ccccc2c1NC(=O)CN1CC(C)OC(C)C1 (centres undefined),i,i,i,i,i,0,-48,i,i,0.0,i
COc1ccccc1NC(=O)c1sc2ncn(Cc3cccc(C)c3)c(=O)c2c1C,i,i,i,i,i,1,0,i,i,-0.2,i
Cc1ccc(CN2CC(C(=O)N3CCN(S(=O)(=O)c4cccc(F)c4)CC3)CC2=O)cc1 (centres undefined),i,i,i,i,i,-15,-16,i,i,-0.1,i
O=C(c1ccsc1)N1CCCC(N2CCN(c3cccc(Cl)c3)CC2)C1 (centres undefined),i,i,i,i,i,-11,0,i,i,0.3,i
CCSc1nnc(-c2ccc(Cl)cc2Cl)o1,i,i,i,i,i,-9,-5,i,i,2.3,i
COc1ccc(-c2onc(C)c2-c2ccc3c(c2)OCCO3)c(O)c1,i,i,i,i,i,11,5,i,i,0.3,i
COc1ccccc1CNC(=O)CSc1nc2nc(C)cc(C)n2n1,i,i,i,i,i,-11,-3,i,i,0.2,i
CCOc1ccc(CN2CCCN(C)CC2)cc1,i,i,i,i,i,-1,-10,i,i,-0.4,i
Cn1c(=O)oc2cc(S(=O)(=O)N3CCC(C(=O)Nc4ccc(OC(F)(F)F)cc4)CC3)ccc21,i,i,i,i,i,1,-7,i,i,-2.8,i
CC1C(c2ccccc2)N(C)C(c2ccccc2)CC1(O)c1ccccc1 (centres undefined),i,i,i,i,i,17,0,i,i,-0.2,i
CCCCNC(=O)c1sc(=S)n(-c2ccccc2OC)c1N,i,i,i,i,i,2,4,i,i,-1.2,i
O=C(Nc1cc(Cl)ccc1N1CCOCC1)c1ccco1,i,i,i,i,i,-1,-5,i,i,0.1,i
c1nc(COc2nsnc2N2CCOCC2)cs1,i,i,i,i,i,-2,-4,i,i,-1.1,i
NC(=O)c1ccc(NC(=O)COC(=O)c2ccc([N+](=O)[O-])cc2)cc1,i,i,i,i,i,-4,11,i,i,1.4,i
CCOC(=O)NC(=O)COC(=O)CNC(=O)c1cccc(OC)c1,i,i,i,i,i,4,-3,i,i,-0.1,i
CN(Cc1ccccc1)C(=O)CSc1cc(=O)n(C)c2ccccc12,i,i,i,i,i,3,20,i,i,0.2,i
O=C(c1cc2c(=O)oc3ccccc3c2s1)N1CCOCC1,i,i,i,i,i,-4,8,i,i,1.2,i
Cc1noc(C)c1C(=O)OCC(=O)/C=C1\N(C)c2ccccc2C1(C)C,i,i,i,i,i,7,15,i,i,0.2,i
COc1ccc(Cn2nnnc2C(c2ccccn2)N2CCN(c3cc(Cl)ccc3C)CC2)cc1 (centres undefined),i,i,i,i,i,21,9,i,i,0.2,i
CCSc1nc(-c2ccccc2)nc(C(Cl)Cl)n1,i,i,i,i,i,-7,-23,i,i,-1.0,i
O=C(Nc1ccccc1OC(F)F)c1ccc(-n2cncn2)c([N+](=O)[O-])c1,i,i,i,i,i,-3,17,i,i,0.5,i
CN(C)c1ccc(C(CNC(=O)Cc2cccc3ccccc23)N(C)C)cc1 (centres undefined),i,i,i,i,i,5,-7,i,i,-0.3,i
CN(C)CCCOc1ccc(C(C)(C)c2ccccc2)cc1,i,i,i,i,i,-1,5,i,i,0.2,i
Cc1cccc(OCC(=O)Nc2nccs2)c1C,i,i,i,i,i,12,-17,i,i,-0.8,i
COc1cc(CCC(=O)OCC(=O)N2CCc3ccccc32)cc(OC)c1OC,i,i,i,i,i,-7,2,i,i,-2.4,i
CC1Cc2ccccc2N1Cc1cc(=O)c(OCC(=O)Nc2ccccc2)co1 (centres undefined),i,i,i,i,i,22,11,i,i,-0.1,i
O=C1C2ON(c3ccc(Br)cc3)C(c3cccnc3)C2C(=O)N1C1CCCCC1 (centres undefined),i,i,i,i,i,-3,2,i,i,-0.1,i
CCN(Cc1nc2ccccc2n1C)c1ccccc1,i,i,i,i,i,10,2,i,i,-0.4,i
Cc1ccc(CNC(=O)C2CCC(=O)N(CC3CCCCC3)C2)o1 (centres undefined),i,i,i,i,i,-3,-5,i,i,-0.1,i
Cc1cc(=O)n2[nH]cc(C(=O)O)c2n1,i,i,i,i,i,-12,-4,i,i,-0.2,i
Cc1ccc(S(=O)(=O)c2c(C)nn(-c3ccccc3)c2OC(=O)c2ccco2)cc1,i,i,i,i,i,3,3,i,i,0.4,i
Cn1cccc1Cc1nnc(SCC(=O)Nc2ccc(F)cc2)n1CCc1ccccc1,i,i,i,i,i,3,-9,i,i,-0.6,i
CCOC(=O)c1ccc(NC(=O)CSc2nc3ncccc3[nH]2)cc1,i,i,i,i,i,-12,-17,i,i,1.7,i
CCOP(=O)(c1ccccc1)C1(C#N)CCCC1 (centres undefined),i,i,i,i,i,-14,14,i,i,-0.3,i
COc1cccc(-n2nnc3c(=O)n(C/C=C/c4ccccc4)cnc32)c1,i,i,i,i,i,10,1,i,i,0.0,i
O=C(Nc1nc2ccccc2[nH]1)c1ccc(Br)o1,i,i,i,i,i,4,1,i,i,2.5,i
Cc1cnc(NC(=O)c2ccco2)s1,i,i,i,i,i,3,5,i,i,4.0,i
